From PubChem
C8 TRAIL sens = viability loss with TRAIL in NB7+C8 cells, primary screen, TRAIL sensitizer project, cell-based, ATPlite luminescence; inhibition (viability loss, TRAIL sensitization), % at 10 µM; actives 1% (n = 360,000); AID 624354, 2012;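 active = compounds causing at least 50% loss of cell viability in the single-dose screen, relative to plate controls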
Shn3 inh set2 = reduction of Shn3 3'UTR firefly luciferase signal, primary screen, Schnurri-3 inhibitor project, cell-based, Clone20 osteoblasts, set 2 | actives 0.52% (n = 360,000) | inhibition, % at 12.5 µM | Clone20 osteoblast Shn3 3'UTR firefly luciferase, 24 h | AID 588674, 2011;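 active = mean inhibition of at least 75% with every replicate also reaching 75%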;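 note: 0% = median of neutral control wells and 100% = pilot-screen positive control compound; some compounds past the cut are filed as inactive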
NR2E3 ag-1 = NR2E3 agonists in two-hybrid cells, primary screen, cell-based, luminescence, CHO-S, Gal4-NCOR/VP16-NR2E3; inhibition of corepressor binding, % at 3.98 µM; Photoreceptor-specific nuclear receptor (Homo sapiens), Q9Y5X4; luciferase; actives 0.35% (n = 360,000); AID 602229, 2012;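 active = inhibition above the mean of all tested compounds plus 3 SD, cut at about 70% in these data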;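 note: 0% = DMSO with NR2E3 transfected cells and 100% = cells lacking NR2E3 construct; higher means lower luciferase signal from less NR2E3 corepressor binding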
Target sequence (Q9Y5X4 whole entry, looked up, the tested form may be a part): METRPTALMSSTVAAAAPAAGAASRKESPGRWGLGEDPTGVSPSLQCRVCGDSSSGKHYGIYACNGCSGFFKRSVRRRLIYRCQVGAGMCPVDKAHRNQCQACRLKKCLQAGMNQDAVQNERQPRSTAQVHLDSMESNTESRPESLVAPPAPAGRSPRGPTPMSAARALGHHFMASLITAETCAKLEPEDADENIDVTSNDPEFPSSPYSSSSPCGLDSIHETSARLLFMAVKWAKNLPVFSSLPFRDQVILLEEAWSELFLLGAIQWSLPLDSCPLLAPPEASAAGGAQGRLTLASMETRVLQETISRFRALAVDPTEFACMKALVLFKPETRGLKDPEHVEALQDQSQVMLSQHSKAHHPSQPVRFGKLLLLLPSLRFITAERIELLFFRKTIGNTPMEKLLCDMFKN
CF NFkB inh = inhibitors of PAF-induced NF-kB signaling, primary screen, cell-based, GFP fluorescence, uHTS; KKLEB NF-kB-GFP reporter, GFP fluorescence overnight; inhibition, % at 5 µM; actives 0.86% (n = 360,000);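 active = at least 50% inhibition at 5 µM, scaled per plate between neutral and stimulator controls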;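 note: PAF is a Pseudomonas aeruginosa culture filtrate used as stimulus; plate controls were PAF-stimulated DMSO wells for no effect and unstimulated DMSO wells for full effect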
KKLEB cytotox = cytotoxicity in KKLEB CF airway cells, primary screen, cytotoxicity control for CF NF-kB inhibitor project, cell-based, uHTS, fluorescence assay plates. KKLEB CF airway cells viability, ATPlite luminescence, overnight; active compounds read low; cells stimulated with P. aeruginosa culture filtrate. activity change (cytotoxicity), % at 5 µM. actives 0.36% (n = 360,000);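 active = corrected activity change at or below -50% at 5 µM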
NR2E3 ag-2 = inhibitors of NR2E3-RetCOR corepressor binding, primary screen, NR2E3 agonist project, biochemical, TR-FRET, GST-NR2E3, biotin-RetCOR; AID 2300, 2010; inhibition of corepressor binding, % at 4.78 µM; 1536-well; actives 0.12% (n = 320,000);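 active = percent inhibition above the cutoff of mean plus 3 SD of all tested compounds, set per screening campaign, cut at about 20% in these data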;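 note: 0% = DMSO wells and 100% = biotin wells as full block of FRET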
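Format: 1536-well format; test system: GST-NR2E3 and biotin-RetCOR proteins; read-out basis: percent inhibition of TR-FRET ratio; timing: 5 h incubation at 4 °C; detection: time-resolved FRET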
EBV LMP1 NFkB = EBV LMP1-driven NF-kappaB luciferase reporter inhibitors, primary screen, cell-based, luminescence, single point. actives 0.69% (n = 350,000). LMP1-induced NF-kappaB luciferase reporter cells. inhibition, % at 12.5 µM; in the data active = inhibition above about 41%;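 note: 0% = neutral control wells and 100% = reference inhibitor control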
TRPM1 prom inh = inhibitors of MITF-dependent TRPM1 promoter reporter, primary screen, cell-based, SK-MEL-5, single point, luciferase; SK-MEL-5 TRPM1 promoter luciferase, 24 h; inhibition, % at 12.5 µM; actives 0.83% (n = 330,000); AID 488899, 2010;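 active = mean inhibition across replicates of 60% or more, whatever share of single replicates reaches that level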; note: values of inactives mirror those of a sister screen read the other way
HIF-2a inh = HIF-2a reporter inhibitors, primary screen, luminescence, 786-0 RCC cells; 786-0 RCC cells HIF-2a reporter, luciferase luminescence, overnight; inhibition, % at 18.8 µM; actives 0.72% (n = 360,000); AID 624352, 2012;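 active = inhibition of the luminescence signal of 40% or more relative to plate controls, in a single-dose primary screen at 18.75 µM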
iPSC survival up = enhancers of single-cell hiPSC survival, primary screen, ATPlite luminescence | actives 0.044% (n = 360,000) | 100% = ROCK inhibitor wells, 0% = DMSO | survival enhancement, % at 20 µM; in the data active = survival enhancement above about 18%;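 note: cells exposed to compounds for 16 hours before the ATP read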
Peg3 promoter = Peg3 promoter-driven luciferase inhibitors, primary screen, cell-based, HeLa, luciferase luminescence | HeLa PEG-Prom luciferase reporter, overnight | inhibition, % at 20 µM | actives 1.7% (n = 360,000) | AID 588405, 2011;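 active = inhibition of at least 50% at 20 µM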
The depositor's hits bear a star; · = not tested or not shown. A portion of the library (hit frequency here may not be typical).

Structure	C8 TRAIL sens	Shn3 inh set2	NR2E3 ag-1	CF NFkB inh	KKLEB cytotox	NR2E3 ag-2	EBV LMP1 NFkB	TRPM1 prom inh	HIF-2a inh	iPSC survival up	Peg3 promoter
CCOC(=O)c1c(C)[nH]c(C(=O)C(C)Cl)c1C (configuration not stated)	1	11	10	13	-6	-1	8	-5	-9	-3.7	23
Cc1cc2c(c(=O)n1C)C(C(C)C)C(C#N)=C(N)O2 (configuration not stated)	-9	-7	-10	2	8	1	1	5	9	-1.9	19
Cc1oc(-c2ccccc2Cl)nc1CS(=O)CC(=O)NCc1ccccc1Cl (configuration not stated)	24	-9	-9	1	16	-1	-19	6	-1	0.7	9
CC1SCC(=NOCc2ccccc2)CS1 (configuration not stated)	-4	-49	-42	0	5	-1	·	·	-156	-0.7	-130
O=C(C1CC(=O)N(C2CCCC2)C1)N1CCN(c2cccc(Cl)c2)CC1 (configuration not stated)	5	13	17	0	-10	1	5	-17	4	0.2	0
N#Cc1cccc(OC(=O)c2ccc3c(=O)n4c(nc3c2)CCC4)c1	-2	-2	-2	29	-20	0	-4	7	-6	1.7	2
CCN1CCN(c2ccc(NC(=O)c3cccc(OCc4ccccc4)c3)cc2)CC1	7	5	-7	25	-23	0	-13	38	-21	-0.8	29
O=C(CCCCl)Oc1ccc2cc(-c3ccc4ccccc4n3)c(=O)oc2c1	6	-43	-72	6	-1	3	-21	-35	-184	2.0	-236
CCOC(=O)CCSc1nc(N2CCOCC2)c2c(c1C#N)CC(C)(C)OC2	15	-5	-2	9	-9	5	63*	-13	9	-0.6	18
Cc1ccc(NC(=O)Cn2cnc3cc([N+](=O)[O-])ccc3c2=O)cc1	7	-13	6	12	-2	1	-1	1	12	1.4	5
c1ccc(Cn2c(SCCN3CCOCC3)nnc2-c2cccnc2)cc1	-25	-6	-23	-1	2	1	-14	-6	-5	5.4	2
CN(CCc1ccccn1)C(=O)CN(C)S(=O)(=O)c1ccc2c(c1)c(=O)n(C)c(=O)n2C	-9	7	10	4	4	4	-7	-3	13	-0.7	4
Cc1ccc2cc(CN(c3ccccc3C)S(=O)(=O)c3ccccc3)c(=O)[nH]c2c1	12	-1	-17	-23	9	2	-24	12	-36	-0.4	3
COc1ccccc1/C=N/NC(=O)c1ccc(N(C)S(=O)(=O)c2ccccc2)cc1	2	-54	-4	-9	0	1	4	0	10	-2.1	11
CC(C)[C@H](NC(=O)OC(C)(C)C)c1nnc(SCc2cccc(F)c2)o1	-10	13	-6	3	-12	0	-17	3	8	-2.8	15
O=C(CN1C(=O)/C(=C/c2ccco2)SC1=S)Nc1ccc(O)c(C(=O)O)c1	1	7	-8	-7	1	1	-2	2	8	1.5	-15
Cc1cc(C)cc(NC(=O)C(OC(=O)C2=COCCO2)c2ccccc2)c1 (configuration not stated)	6	-4	-21	-19	25	0	3	-8	11	0.3	-2
O=C(c1cc(COc2ccc(F)cc2Cl)on1)N1CCC(OCc2cccnc2)CC1	-5	-5	-15	11	-5	1	5	3	-2	-0.1	2
Cn1nnnc1SCC(=O)c1c(N)n(C2CC2)c(=O)[nH]c1=O	23	-6	1	3	-7	1	-5	1	7	-0.3	5
CC1C(=O)N(Cc2cn(CCC3OCCCO3)nn2)CCS(=O)(=O)N1Cc1ccc(-c2ccncc2)cc1 (configuration not stated)	-11	-17	-11	6	-3	·	3	·	-13	0.2	10
O=c1[nH]c(NC2CCCCC2)c([N+](=O)[O-])c(=O)[nH]1	-8	2	3	16	6	4	6	-7	4	1.1	3
COc1ccc(OC)c(NC(=O)CCC(=O)N(Cc2ccc(OC)c(OC)c2)c2nccs2)c1	-2	5	-4	19	-1	0	-1	-3	8	-1.2	-3
C/C(=N\NC(=O)c1ccc(N)cc1)C1CC1	0	-11	-30	7	-10	-4	-4	15	-3	-0.4	-2
COc1ccc(NC(=O)CN2CCN(CC(=O)Nc3ccccc3Cl)CC2)c(OC)c1	5	32	12	-9	-4	2	12	0	13	4.3	3
Cc1ccc(CNC(=O)c2ccccc2SCC(=O)NCC2CCCCC2)cc1	11	-3	-13	0	-7	3	-9	9	-32	2.6	6
c1ccc(N2CCN(c3c4c(nc5ncnn35)CCC4)CC2)cc1	3	11	19	2	9	-2	0	-2	13	-0.3	-15
Cc1ccc(-n2c(C)cc(=O)cc2C)cc1[N+](=O)[O-]	-23	7	2	-3	-5	2	-1	4	18	-0.4	11
Cc1ccc(N(C(C)C(=O)O)S(=O)(=O)c2c(C)n[nH]c2C)cc1 (configuration not stated)	1	2	5	-1	8	1	1	18	19	-2.3	-3
CCN(CC)CCCNC(=O)Cn1ncn2cccc2c1=O	0	-2	-4	4	-7	1	0	-6	5	-1.6	14
CC(C)NC(=O)N(C)C[C@H]1OCCCC[C@H](C)Oc2ccc(NS(=O)(=O)c3ccccc3)cc2C(=O)N([C@H](C)CO)C[C@H]1C	-7	-11	-11	4	-11	·	-2	·	7	-2.1	-2
Cn1c(=O)oc2cc(S(=O)(=O)N3CCC(C(=O)NCc4ccccc4)CC3)ccc21	-9	6	-3	-3	11	0	-20	·	12	-3.4	16
CCc1nnc(NC(=O)CSc2nnc(-c3ccccc3O)n2-c2ccc(C)cc2)s1	-7	-7	-5	4	3	1	-2	10	24	4.9	33
COc1cc2ccccc2cc1C(=O)N1CCN(C(C)=O)CC1	-1	-13	6	12	-12	2	3	9	15	-0.4	4
CN(Cc1ccccc1)C(=O)c1ccc(NC(=O)Cc2ccc(NC(=O)C3CCCN(C(=O)C4CCCCC4)C3)cc2)cc1 (configuration not stated)	16	32	2	1	-6	·	-8	-3	8	0.0	4
COc1ccc(CCNc2nncc(=O)[nH]2)cc1OC	-11	16	-7	-7	-3	0	-4	-1	10	-0.7	13
COc1ccc(C(=S)N2CCOCC2)cc1OS(=O)(=O)c1ccc(Br)cc1	-3	20	2	-27	24	-4	2	2	2	-0.1	-9
C=CC[C@@H](Cc1ccc(F)cc1)C(=O)OC[C@@H]1CCCN1C(=O)[C@@H](CC=C)CC(=O)NCCO	-3	9	18	-4	-3	·	-4	1	-16	-1.7	-43
Cc1ccc(N2C(=O)C3C=NNC3C2=O)cc1 (configuration not stated)	-6	-7	-43	-3	3	-2	0	9	16	-0.3	1
Cc1csc(NC(=O)Cn2cnnn2)n1	-22	-9	-3	0	4	1	9	-5	16	-2.8	7
COC(=O)c1c(CCl)noc1C(=O)NC(C)C	-8	-30	-9	-9	1	5	-3	-1	-4	-2.9	-9
Cc1oc(-c2cc(F)ccc2F)nc1CN1CCN(C)C(=O)[C@@H]1C	2	10	1	17	16	1	3	2	18	6.8	10
COc1ccc(Cc2nnc(-c3cccc(C)c3)o2)cc1OC	9	4	-10	16	-9	3	-9	-2	-99	8.9	-47
Oc1ccc(-c2csc(Nc3ncccn3)n2)c(O)c1	14	-68	-101	-26	7	3	-35	-95	-286	1.5	-338
Cc1ccc(CN2CCCN(Cc3c(F)cccc3Cl)S2(=O)=O)cc1	7	-9	1	16	-7	0	-5	2	2	-0.8	12
Cc1ccc2c(c1)cc(CN(Cc1ccc3c(c1)OCO3)S(=O)(=O)c1ccccc1)c1nnnn12	27	13	-26	2	-18	-2	2	6	11	1.0	19

2 compounds from above, reduced to TRPM1 prom inh:
canonical_smiles | TRPM1 prom inh
Cc1csc(NC(=O)Cn2cnnn2)n1 | -5
COC(=O)c1c(CCl)noc1C(=O)NC(C)C | -1

Following part:
Structure	C8 TRAIL sens	Shn3 inh set2	NR2E3 ag-1	CF NFkB inh	KKLEB cytotox	NR2E3 ag-2	EBV LMP1 NFkB	TRPM1 prom inh	HIF-2a inh	iPSC survival up	Peg3 promoter
O=C(NCCc1ccccc1F)c1cc(COc2ccc(F)cc2F)on1	-19	-26	-61	-10	-3	·	1	·	-155	-2.6	-77
C/C(=N\Nc1nc(C(C)(C)C)cs1)c1ccccc1	9	-77	-96	-10	-11	-1	-59	-62	-281	0.3	-392
COc1cc(OC)c(NC(=S)Nc2cccc(C)c2)cc1Cl	6	-10	7	-31	12	-2	-2	1	17	-1.7	11
CCOC(=O)NC(=O)/C(C#N)=C\NNc1ncc(C(F)(F)F)cc1Cl	0	-6	1	-13	0	-3	-7	-2	11	0.5	13
Cc1ccccc1C(=O)Nc1cccc(NC(=O)c2ccccc2[N+](=O)[O-])c1	2	-9	-47	-7	4	0	10	-1	3	-0.4	17

EBV LMP1 NFkB, hit marks shown above
| canonical_smiles | Shn3 inh set2 | NR2E3 ag-1 | CF NFkB inh | NR2E3 ag-2 | EBV LMP1 NFkB | TRPM1 prom inh | HIF-2a inh | Peg3 promoter |
| --- | --- | --- | --- | --- | --- | --- | --- | --- |
| CCOC(=O)CCSc1nc(N2CCOCC2)c2c(c1C#N)CC(C)(C)OC2 | -5 | -2 | 9 | 5 | 63* | -13 | 9 | 18 |
